PKM2 act: qHTS Assay for Activators of Human Muscle isoform 2 Pyruvate Kinase. hit rate 0.34% among 260,000. Pyruvate kinase PKM (Homo sapiens), P14618. AID 1631, 2009. purified PKM2, Kinase-Glo ATP luminescence, activation; response scale: 0% is enzyme alone, no compound. Potency, µM (titrated, usually from 57.5 µM), for the others: top-dose activation, actives largely listed as activators; note: potency is the fitted concentration of half-maximal effect; % is set by controls: 0 for no effect and ±100 for the full control effect; nearly all actives have a fitted effect of over 55% in size
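ATP formation by purified human PK-M2, quantified via coupled luciferase luminescence after 1 h at room temperature with 0.1 mM ADP and 0.5 mM PEP final.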
S-ASM inh: Inhibitors of Secretory Acid Sphingomyelinase (S-ASM): qHTS. placental ASM, HMU-PC fluorogenic substrate, 60 min. Potency, µM (highest dose often 57.5 µM), for inactives: top-dose activity change, negative = inhibition, most hits filed as inhibitors. hit rate 0.006% among 340,000. AID 504937, 2011; note: potency is the fitted concentration of half-maximal effect
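Fluorescence read-out (Ex 386 nm, Em 447 nm) after stopping the reaction at pH 10. Enzyme: ASM from human placenta; substrate HMU-PC0, 9 uM final; 60 min, 37 °C. Compound preincubation 10 min, ambient temperature.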
Chronic BCR inh: qHTS Assay to Find Inhibitors of Chronic Active B-Cell Receptor Signaling; Potency, µM (doses to about 46.1 µM), without a hit: at the top dose ratio change, negative = lower green/red ratio, actives largely listed as inhibitors; hit rate 0.05% among 340,000; ABC-DLBCL IkBa-CBG/CBR reporter, luminescence ratio, 4 h; active = well fitted inhibition curve with a large enough effect in the signal ratio, with a control signal flat, not every such curve was filed as active; inconclusive = small, poorly fitted or top-dose-only effect, or effect the other way, or a change in a side signal; the % refers to the signal ratio;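 note: potency is the fitted concentration of half-maximal effect; plate controls were basal doxycycline-induced cells for no effect and cells given 10 µM MG132 for full effect; MG132 reads +100%, hits lower the ratio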
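TMD8 ABC-DLBCL cells carrying doxycycline-inducible green luciferase fused to IkappaBalpha plus unfused red luciferase were exposed to compounds (up to 46 uM) for 4 hrs at 37C. Activity came from the overlap-corrected green/red luminescence ratio.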
Integrin act MD: qHTS for Activators of Integrin-Mediated Alleviation for Muscular Dystrophy. alpha7betagal myoblasts, beta-gal FDG fluorescence, 48 h. Potency, µM (titrated, usually from 38.3 µM), for inactives: top-dose activation, most hits filed as activators. hit rate 0.064% among 350,000;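 note: potency is the fitted concentration of half-maximal effect; 100% = response of the positive control SU9516; nearly all actives have a fitted effect of over 60% in size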
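alpha7betagal+/- myoblasts (passage 13, 250/well) treated 48 h at 37C with compounds at 1:260 dilution of DMSO stock. Lysed, then beta-galactosidase activity read as FDG fluorescence (ex 480/em 540) after 30 min, with pre-read for autofluorescence.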
Menin-MLL TR inh: qHTS Assay for Inhibitors Targeting the Menin-MLL Interaction in MLL Related Leukemias: Competition With Texas Red Labeled MLL-derived Mutant Peptide; Potency, µM (titrated, usually from 61.6 µM), for inactives: at the top dose FP activity change, negative = inhibition, hits mostly inhibitors; hit rate 0.23% among 270,000; Menin + Texas Red MLL mutant peptide, fluorescence polarization; O00255; active = well fitted inhibition curve with a large enough effect in the polarisation, with a control signal flat, not every such curve was filed as active; inconclusive = small, poorly fitted or top-dose-only effect, or effect the other way, or a change in a side signal; inactive = no such curve, though single readings can be large or run the other way; the % refers to the polarisation; note: potency is the fitted concentration of half-maximal effect; % of control where 0% means no effect; many of its hits are not listed in these tables
FBPA coupling cs: qHTS Assay for Inhibitors of Fructose-1,6-bisphosphate Aldolase from Giardia Lamblia: Coupling assay counterscreen; coupling enzyme system counterscreen, AmpLite Red fluorescence; activity change, negative = inhibition, % at 58.2 µM, hits read low; hit rate 0.67% among 290,000; AID 2472, 2010; in the data active = activity change below about -30%; note: % is set by controls: 0 for no effect and ±100 for the full control effect
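Coupling enzymes only (glyceraldehyde-3-phosphate) + compound, at 57.5 uM final, 10 min RT; add substrate/coupling/AmpLite Red mix, 20 min RT; fluorescence ex 525/em 598 nm. Actives flag coupling-system interference.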
Tb PFK inh: qHTS Assay to Find Inhibitors of T. brucei phosphofructokinase; ATP-dependent 6-phosphofructokinase (Trypanosoma brucei brucei), O15648; T. brucei PFK, ADP-Glo luminescence; Potency, µM (titrated, usually from 57.5 µM), for inactives: at the highest dose activity, negative = inhibition, usual class: inhibitors; hit rate 0.17% among 330,000;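 note: potency is the fitted concentration of half-maximal effect; 0% = uninhibited 1x PFK enzyme wells and -100% = no-enzyme wells; nearly all actives have a fitted effect of over 60% in size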
Target sequence (O15648 whole entry, looked up): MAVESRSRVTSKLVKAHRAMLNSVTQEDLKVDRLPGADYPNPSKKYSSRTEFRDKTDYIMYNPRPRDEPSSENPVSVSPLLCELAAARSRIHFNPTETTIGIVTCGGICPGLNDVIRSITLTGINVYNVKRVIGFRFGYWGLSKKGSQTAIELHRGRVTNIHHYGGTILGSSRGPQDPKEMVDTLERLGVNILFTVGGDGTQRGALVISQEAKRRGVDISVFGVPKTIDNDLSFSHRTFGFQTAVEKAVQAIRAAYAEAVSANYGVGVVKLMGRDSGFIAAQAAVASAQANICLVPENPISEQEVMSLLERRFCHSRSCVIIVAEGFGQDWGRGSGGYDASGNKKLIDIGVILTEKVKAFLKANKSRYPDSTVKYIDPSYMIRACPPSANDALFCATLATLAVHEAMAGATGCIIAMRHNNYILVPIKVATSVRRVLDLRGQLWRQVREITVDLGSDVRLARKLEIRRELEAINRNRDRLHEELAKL
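Compounds were pin-transferred as a titration series up to 57 uM into substrate buffer (0.5 mM F6P, 0.1 mM ATP, pH 8.0), then 1.25 nM PFK was added and reactions ran 45 min before ADP-Glo detection.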
B2AR arrestin: qHTS assay of beta-arrestin-biased ligands of beta2-adrenergic receptor; Potency, µM (doses to about 46.1 µM), inactives show at the highest dose activation, actives largely listed as activators; beta-arrestin recruitment to beta2AR, cell-based reporter; AID 492947, 2010; hit rate 0.02% among 330,000;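 note: potency is the fitted concentration of half-maximal effect; 0% = DMSO controls and full agonism = EC100 isoproterenol or metaproterenol; nearly all actives have a fitted effect of over 65% in size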
Target sequence (P07550 whole entry, looked up): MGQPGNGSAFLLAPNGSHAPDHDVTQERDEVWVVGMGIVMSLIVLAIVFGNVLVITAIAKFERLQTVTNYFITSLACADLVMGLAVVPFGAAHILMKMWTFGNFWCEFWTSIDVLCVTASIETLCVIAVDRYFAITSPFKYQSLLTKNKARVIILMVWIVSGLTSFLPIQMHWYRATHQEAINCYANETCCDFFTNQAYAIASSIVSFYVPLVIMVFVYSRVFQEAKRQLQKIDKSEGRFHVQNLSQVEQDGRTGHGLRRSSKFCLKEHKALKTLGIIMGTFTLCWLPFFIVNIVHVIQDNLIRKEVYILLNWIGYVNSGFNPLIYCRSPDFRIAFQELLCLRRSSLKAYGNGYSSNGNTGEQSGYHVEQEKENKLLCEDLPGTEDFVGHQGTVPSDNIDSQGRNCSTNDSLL
GALK inhibitor: qHTS Assay for Inhibitors of Human Galactokinase (GALK); Potency, µM (titrated, usually from 57.5 µM), without a hit: at the highest dose activity change, negative = inhibition, hits mostly inhibitors; P51570; AID 1868, 2009; hit rate 0.007% among 270,000; Purified GALK, Kinase-Glo residual ATP luminescence; note: potency is the fitted concentration of half-maximal effect; % is set by controls: 0 for no effect and ±100 for the full control effect
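Galactose (100 uM) and ATP (35 uM) were turned over by 5 nM GALK for 1 h at RT. Kinase-Glo Plus then converted the remaining ATP into a luminescent signal.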
Giardia kill: Small Molecules that selectively kill Giardia lamblia: qHTS; Giardia lamblia trophozoite viability; activity change, % at 7.66 µM, hits read low; hit rate 0.15% among 340,000; AID 540267, 2011; in the data active = activity change below about -80%; inconclusive = between about -30% and that limit;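 note: parasites exposed to compound for two days anaerobically before the ATP read; % is set by controls: 0 for no effect and ±100 for the full control effect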
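Giardia trophozoites, 100 cells per well, were exposed to compounds for 48 hrs at 37 deg C under anaerobic conditions; viability was then read as ATP content by bioluminescence after 15-30 min at room temperature.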
TSG101-PTAP inh: qHTS Assay for Iinhibitors of HIV-1 Budding by Blocking the Interaction of PTAP/TSG101. Tumor susceptibility gene 101 protein (Homo sapiens), Q99816. Fluorescence polarization, FITC-PTAP peptide / Tsg101 binding. Potency, µM (top dose mostly 115 µM), for inactives: at the highest dose activity change, negative = inhibition, usual class: inhibitors. 340,000 tested, under 10 active. AID 493005, 2010; active = well fitted inhibition curve with a large enough effect in the main read-out, with a control signal flat, not every such curve was filed as active; inconclusive = small, poorly fitted or top-dose-only effect, or effect the other way, or a change in a side signal; inactive = no such curve, though single readings can be large or run the other way; note: potency is the fitted concentration of half-maximal effect; % of control where 0% means no effect
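Compounds were pin-transferred onto Tsg101 binding domain (10 uM final) in HEPES pH 7.5 buffer, then FITC-PTAP peptide was added at 50 nM final. After 20 min at RT, polarization reported peptide displacement across a qHTS concentration series.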
* hit, by the source's call; ? = inconclusive; . = not tested or not shown; [ ] = remark or other dose. Unless noted, calls come from the whole dose curve; as a rule, active = well fitted curve in the direction sought with a large enough effect; inconclusive = small, poorly fitted or top-dose-only effect, or another doubt; inactive = no such curve, though single readings can be large; an effect the other way counts as inactive or inconclusive. These rows are one share of the data; rates above refer to the full screens.

SMILES	PKM2 act	S-ASM inh	Chronic BCR inh	Integrin act MD	Menin-MLL TR inh	FBPA coupling cs	Tb PFK inh	B2AR arrestin	GALK inhibitor	Giardia kill	TSG101-PTAP inh
Cc1ccccc1CSCC(=O)Nc1ccccc1Br	-10%[11.5 µM]	-1%	2%	?	-25%	0	-5%	-0.7%	9%	-14	-1%
COc1ccc(C(=O)n2nc(C)c(Br)c2C)cc1OC	.	1%	7%	-26%	-1%	0	3%	0.3%	.	-20	5%
COc1ccc(C)cc1S(=O)(=O)N(C)CC(=O)NC1CCCC1	-4%	4%	-5%	?	4%	1	0%	-1.0%	1%	-13	-2%
O=C(O)CCC(=O)Nc1ccccc1C(=O)N1CCN(c2ccc(Cl)cc2)CC1	10%	-2%	2%	9%	6%	7	-16%	-0.1%	2%	-14	-1%
CCCc1oc(C(=O)O)cc1CN1CCCC1	1%	-2%	?	27%	-1%	3	1%	-0.3%	-1%	1	-11%
Cc1ccc(C)c(C(=O)N2CCN(c3ncccn3)CC2)c1	.	0%	-3%	7%	2%	3	1%	-0.2%	6%	23	-5%
CCN(CC(=O)Nc1ccc(Cl)c(S(=O)(=O)N(C)C)c1)Cc1nc2ccccc2c(=O)[nH]1	0%	-5%	-2%	14%	6%	-1	-1%	-0.1%	1%	11	6%
O=C(OCc1cc(=O)n2ccsc2n1)c1ccc(O)cc1O	.	4%	?	-22%	.	.	-21%	0.4%	.	-4	-2%
CCOC(=O)N1CCN(C(=O)Cc2ccc(Cl)cc2)CC1	0%	2%	1%	-30%	-11%	4	-1%	-1.2%	2%	13	-3%
Cc1nc(NCCc2ccc(Cl)cc2)c2nnn(Cc3ccccc3)c2n1	-1%	4%	2%	23%	?	4	4%	-0.2%	-4%	4	3%
COc1cccc(NC(=O)CN(C)C(=O)CN2C(=O)NC(C)(c3ccc(C)cc3)C2=O)c1 (stereo not given)	.	-1%	3%	-27%	.	.	0%	-0.3%	.	3	-9%
Cc1c(C(=O)Nc2ccccc2C(=O)N2CCOCC2)cccc1[N+](=O)[O-]	-11%	6%	-1%	9%	-5%	-1	1%	-0.1%	2%	-6	-3%
Cc1cc(=O)oc2cc(OCC(=O)c3ccc4c(c3)NC(=O)CO4)ccc12	1%	155%[activator]	-13%	-15%	16%	2	2%	-0.2%	0%	-6	-3%
CCOC(=O)c1cc(CC)sc1NC(=O)c1ccc(N2C(=O)CCC2=O)cc1	-15%	59%	0%	-6%	61%[activator]	-1	-8%	0.2%	-1%	7	-15%
C=CCn1c(-c2cc3c(s2)CCC(CC)C3)n[nH]c1=S (stereo not given)	.	3%	?	-16%	-5%	7	-2%	8.6%	9%	-16	-3%
COc1ccccc1C(=O)OCc1c(-c2ccccc2)ncc2ccccc12	.	-13%	?	6%	.	.	0%	2.9%	.	-1	-1%
NCCN1CCN(CCN)CC1	-9%	4%	?	-15%	18%	3	-4%	-0.3%	2%	-29	0%
Cc1cccc(C(=O)NCCCNC(=O)c2cccnc2)c1	-1%	3%	3%	11%	-1%	3	24%	-0.1%	0%	3	-2%
O=C(CCl)c1ccc2c(c1)CCN2C(=O)C1CC1	8%	.	?	.	0%	-1	-26%	0.6%	-3%	.	.
Cc1cccc(N2CCN(C(=O)CCCCCn3c(=S)[nH]c4ccc(N5CCOCC5)cc4c3=O)CC2)c1C	.	69%[activator]	-4%	19%	.	.	2%	-1.0%	5%	9	1%
Clc1ccc(CO/N=C/c2cccs2)cc1	-15%	-2%	-3%	-9%	.	15	-7%	0.3%	0%	5	-1%
CC(=O)Nc1ccc(NC(=O)CCNC(=O)c2ccccc2Cl)cc1	.	-2%	2%	10%	7%	3	0%	-0.4%	-5%	-9	-1%
CS(=O)(=O)N1N=C(c2ccc(Br)cc2)CC1c1ccc2c(c1)OCO2 (stereo not given)	-2%	-17%	17%	-28%	1%	1	1%	-0.1%	-1%	23	3%
CC1=C(C(=O)Nc2ccc(C)cc2C)C(c2cccc([N+](=O)[O-])c2)n2nc(C(=O)OC(C)C)nc2N1 (stereo not given)	-20%	0%	-7%	-37%	9%	-2	-2%	-0.8%	1%	-1	1%
Cc1nc2ncnn2c(C)c1C/C=C/c1ccccc1	1%	7%	-14%	-25%	3%	1	-2%	0.2%	-1%	2	-2%
Cc1cccc(CC(=O)Nc2ccon2)c1	-1%	2%	-1%	23%	7%	-1	-3%	-0.7%	-3%	-6	-7%
COc1ccc(Cl)cc1NC(=O)CC1S/C(=N/N=C2CCCCCC2)NC1=O (stereo not given)	-1%	-14%	?	15%	.	.	2%	2.4%	-4%	2	-4%
N#CCSc1nnc(N)s1	-9%	1%	4%	-3%	-11%	-1	-3%	-0.1%	0%	1	-4%
Cc1ccc(C(=O)CSc2nnnn2Cc2ccccc2)cc1C	1%	-1%	-3%	-1%	.	-1	-9%	-0.9%	-1%	-16	1%
COC(=O)CCC(=O)Nc1ccc(NC(=O)CCC(=O)OC)cc1	-15%	2%	?	26%	6%	1	-9%	0.0%	0%	-11	-5%
O=c1oc2ccccc2c2c1ncn2C1CCCCC1	-4%	1%	-7%	-7%	-21%	2	4%	-0.3%	3%	0	-10%
Cc1n[nH]c(=S)n(/N=C/c2cccc([N+](=O)[O-])c2)c1=O	-8%	0%	4%	7%	.	3	4%	-0.7%	8%	8	-3%
O=C(OCc1c(-c2ccccc2)ncc2ccccc12)c1ccco1	.	-1%	?	-16%	.	.	5%	0.0%	.	15	-14%
O=C(c1ccccc1)c1cccs1	-12%	0%	-5%	-31%	0%	0	-4%	0.4%	3%	2	-2%
Cc1ccc2c(C)nc(Nc3nc(CSc4nnc(C)s4)cc(=O)[nH]3)nc2c1	2%	-3%	?	-43%	?	7	-3%	0.6%	0%	3	-5%
CCCOc1ccc(C(O)(CCN2CCCCC2)c2ccccc2OC)cc1 (stereo not given)	.	-1%	3%	?	?	2	6%	-0.6%	-4%	-1	0%
Cc1ccc(CNC(=O)C2CC(=O)N(CCC(C)C)C2)cc1 (stereo not given)	0%	0%	-2%	25%	-12%	-1	2%	0.1%	-3%	-26	-1%
Cc1ccc(-n2c(N)c(S(=O)(=O)c3ccccc3)c3nc4ccccc4nc32)cc1	-9%	.	?	18%	7%	0	4%	-0.1%	-1%	-17	1%
CC(CC(C)C(=O)Nc1ccccc1C(C)(C)C)C(=O)O (stereo not given)	-1%	7%	-7%	19%	-3%	-1	-2%	-0.5%	-7%	-13	0%
O=C(NC1CC1)c1sc2cc([N+](=O)[O-])ccc2c1Cl	0%	-3%	?	-1%	2%	-2	0%	-0.5%	.	5	-1%
COc1cccc(-n2c(=O)n(Cc3ccccc3)c(=O)c3[nH]cnc32)c1C	-1%	3%	?	6%	.	-4	0%	0.2%	0%	6	1%
COc1cccc(-c2noc(-c3cccnc3)n2)c1	-12%	-2%	?	8%	-5%	0	1%	-0.9%	0%	5	0%
COc1ccc(NS(=O)(=O)c2ccc3c(c2)NC(=O)CO3)c(OC)c1	.	0%	3%	-4%	.	.	3%	-0.6%	-4%	17	-4%
O=C(Nc1ccc(CN2CCOCC2)cc1)c1ccco1	2%	0%	-8%	27%	-13%	1	-2%	-3.4%	-2%	-8	0%
COc1ccc(NC(=O)CSc2nnc(-c3cc(C)[nH]n3)n2N)cc1	.	2%	-4%	14%	.	.	-3%	0.5%	4%	-6	-4%
O=C(Nc1ccc(S(=O)(=O)Nc2ccccn2)cc1)C(F)(F)F	9%	-6%	-1%	1%	1%	0	-1%	-0.1%	1%	-6	-4%
COc1ccccc1NC(=O)C(C)OC(=O)CSCC(=O)Nc1cc(C)on1 (stereo not given)	.	3%	5%	-11%	.	.	-2%	-0.3%	.	?	0%
COC(=O)c1ccc(NC(=S)N2CCN(Cc3ccccc3)CC2)cc1	4%	-1%	-7%	-9%	24%	-3	-1%	0.0%	.	-5	-6%

Screening results as filed in PubChem BioAssay.
